# Vif inh = inhibitors of HIV Vif | HEK293T cells, Vif self-association by quenched fluorescence, imaging, 24 h | inhibition, % at 7.49 µM | 0.35% of 340,000 active | AID 602346; in the data active = inhibition above about 50%, passing the limit was not always enough; also: some results filed as inactive read as strong as hits
# HTR2A ag = activates the mouse 5-HT2A serotonin receptor; P35363; CHO-K1 mHTR2A beta-arrestin complementation, luminescence; percent of 30 µM serotonin response; activation, % at 7.6 µM; 0.66% of 360,000 active;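 active = activation above a run cutoff, the mean activation of all tested compounds plus 3 SD, cut at about 14% in these data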;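 also: 0% = plate median of compound wells and 100% = 30 µM serotonin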
# MC4R ag barr = agonists of human melanocortin 4 receptor (MC4R) beta-arrestin | AID 540308 | activation, % at 8.9 µM | 0.98% of 360,000 active | P32245 | U2OS MC4R beta-arrestin complementation, luminescence; percent of melanotan II response, DMSO zero;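 active = activation above a per-plate cutoff, the mean activation of sample wells on that plate plus 3 SD, cut at about 8% in these data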
# aDG glyco act = increases alpha dystroglycan glycosylation. 0.22% of 360,000 active. Pro5-aDG cells, alpha-DG glycosylation AlphaScreen (IIH6); 0% Pro5, 100% B10-LARGE cell signal. activation, % at 10 µM;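 active = activation of at least 8% versus controls, or a plate z-score of at least 8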;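 also: Pro5 are CHO cells carrying HIG-tagged alpha-DG that lacks glycosylation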
# H9c2 protect = modulators protecting cardiomyocytes from myocardial damage; H9c2 cardiomyocytes, H2O2 injury protection, ATPLite, 2 h; protection from H2O2 cell death, % at 20 µM; 0.63% of 360,000 active; AID 588492;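 active = compounds giving at least 50% protection of heart cells from peroxide-induced death in the single-dose screen, raw or plate-pattern-corrected value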;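 also: 0% = DMSO wells with peroxide and 100% = DMSO wells without peroxide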
# N-glyco inh = blocks N-linked glycosylation in D54 reporter cells | D54 ERlucT glycosylation luciferase reporter, 24 h; percent of 100 nM tunicamycin response | reporter increase, % at 12.5 µM | 0.23% of 360,000 active | AID 588692;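 active = mean luciferase reporter signal, scaled so untreated is 0 and the glycosylation-blocking control 100, at or above a set limit in every replicate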;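 also: luciferase carries N-glycosylation sites so blocking glycosylation raises the light; 0% = median of neutral control wells and 100% = median of 100 nM tunicamycin wells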
# MC4R antag cAMP = antagonists of human melanocortin 4 receptor (MC4R). MC4R-expressing cells, MTII-stimulated cAMP, LANCE TR-FRET. inhibition, % at 6.5 µM. AID 540295. 0.48% of 360,000 active. P32245;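 active = inhibition above its plate's cutoff, the mean of tested wells on that plate plus 3 SD, cut at about 29% in these data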;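 also: 0% = Melanotan II alone and 100% = Melanotan II plus saturating MCL0020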
#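 system = U2OS cells with stable human MC4R expression | also added = Melanotan II challenge after compound preincubation | dosing = one concentration, 6.5 µM nominal | incubation = compound 30 min, challenge 1 h, detection 1 h | measured by = TR-FRET with Eu-cAMP and labeled anti-cAMP, 671 nm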
# CaV13 ICDI inh = Disruptors of the CACNA1D IQ motif to Ca2+-dependent inactivation inhibitor domain association, primary screening, Förster resonance energy transfer in intact living …; inhibition, % at 12.3 µM; HEK cells, CFP/YFP FRET ICDI-IQ, plate reader, 10 min; percent FRET-ratio fall versus neutral wells; 0.098% of 340,000 active; AID 743397;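 active = mean replicate inhibition of at least 30% and at least 1% of replicates passing that level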;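 also: 0% = median of the neutral control wells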
# ABCB6 inh MLPCN = human ABCB6 transporter inhibition | K562-ABCB6 porphyrin accumulation, flow cytometry, 1 h; active compounds read low | fluorescence ratio to DMSO, % at 10 µM | AID 602162 | 0.19% of 360,000 active | Q9NP58;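 active = fluorescence ratio to DMSO below 75%, the collection mean minus 3 SD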;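 also: signal is porphyrin accumulated inside mitochondria; 100% equals median channel fluorescence of DMSO control wells; lower ratio means ABCB6 inhibition with less porphyrin fluorescence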
# Target sequence (Q9NP58 whole entry, looked up): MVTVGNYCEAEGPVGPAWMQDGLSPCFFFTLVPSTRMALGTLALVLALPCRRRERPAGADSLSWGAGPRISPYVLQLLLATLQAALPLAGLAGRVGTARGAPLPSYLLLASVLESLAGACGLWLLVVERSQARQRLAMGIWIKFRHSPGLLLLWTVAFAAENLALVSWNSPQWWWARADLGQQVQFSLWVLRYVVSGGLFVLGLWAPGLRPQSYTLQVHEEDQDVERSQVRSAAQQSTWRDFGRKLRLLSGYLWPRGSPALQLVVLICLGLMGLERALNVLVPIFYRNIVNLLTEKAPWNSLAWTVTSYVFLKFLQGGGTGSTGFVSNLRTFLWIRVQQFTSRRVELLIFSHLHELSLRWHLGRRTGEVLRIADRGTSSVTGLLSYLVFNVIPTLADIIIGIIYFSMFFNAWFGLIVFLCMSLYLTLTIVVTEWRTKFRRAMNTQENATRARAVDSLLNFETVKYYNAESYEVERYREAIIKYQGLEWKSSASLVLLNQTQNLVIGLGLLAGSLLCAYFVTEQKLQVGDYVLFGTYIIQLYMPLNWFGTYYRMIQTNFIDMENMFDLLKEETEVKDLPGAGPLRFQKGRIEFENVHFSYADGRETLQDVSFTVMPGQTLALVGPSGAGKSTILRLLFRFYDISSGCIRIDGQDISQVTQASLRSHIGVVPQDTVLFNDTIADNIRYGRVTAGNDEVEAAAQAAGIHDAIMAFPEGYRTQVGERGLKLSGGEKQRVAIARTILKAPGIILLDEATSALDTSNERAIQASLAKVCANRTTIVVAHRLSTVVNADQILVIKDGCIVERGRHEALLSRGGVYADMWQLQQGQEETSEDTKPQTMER
# PDI turbidity = inhibitors of human protein disulfide isomerase. P07237. PDI insulin aggregation turbidity, A650, 90 min. inhibition, % at 10 µM. 0.052% of 350,000 active. AID 588391;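 active = mean inhibition across replicates of 30% or more, whatever share of single replicates reach that level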;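 also: absorbance from insulin aggregation driven by PDI reduction with DTT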
# Active calls of the source: *; . = not tested or not shown.
SMILES,Vif inh,HTR2A ag,MC4R ag barr,aDG glyco act,H9c2 protect,N-glyco inh,MC4R antag cAMP,CaV13 ICDI inh,ABCB6 inh MLPCN,PDI turbidity
COc1ccc(NC(=O)CSc2nc(O)cc(=O)n2-c2ccccc2)cc1,-1,4,-3.5,1.1,2,1,4,.,103,8
Cc1cccc(S(=O)(=O)c2c(C)cc(C)nc2Cl)c1,2,3,3.4,1.0,2,-1,6,-2,100,2
C=CCNC(=O)c1ccc2c(c1)S(=O)(=O)c1ccccc1C2=O,-1,1,-1.2,0.1,-2,1,1,-10,96,-8
CN1c2ccccc2C(C)(C)C12C=Nc1c(ccc3ccccc13)O2 (stereo not drawn),5,11,-1.7,0.2,-12,-1,4,.,103,3
CN1CC(=O)N2Cc3[nH]c4ccccc4c3C[C@H]2C1=O,-9,2,0.9,-0.1,-5,3,22,-15,106,6
CCCc1cc(=O)oc2c(C)c(O)c(CN3CCCCC3)cc12,-14,-2,-1.6,-0.1,24,-4,5,-3,101,-7
Cc1ccc2[nH]c(=O)c(CN(Cc3cccnc3)Cc3nnnn3CCN3CCOCC3)cc2c1,7,1,-0.4,-0.2,2,3,10,-4,95,8
O=C(CCN1C(=O)C2C3CCC(C3)C2C1=O)OCC(=O)c1ccc(Br)cc1 (stereo not drawn),-3,-6,-2.5,-0.1,10,1,2,-2,97,1
O=[N+]([O-])c1cccc(-c2cn3nc(-c4ccccc4)c(-c4ccccc4)nc3n2)c1,-6,-2,-1.5,0.1,4,-2,10,-4,102,-1
COc1cccc(/C=N/NC(=S)NCCc2ccccc2)c1,-1,-4,0.9,0.0,-3,-4,-4,-21,98,-3
CCOc1ccc2nc(Cl)c(C3CC(c4ccco4)=NN3S(C)(=O)=O)cc2c1 (stereo not drawn),-3,-2,0.1,-0.1,2,0,5,-6,97,-2
Cc1ccc(SCC(=O)OCC(=O)N(C)C2CCS(=O)(=O)C2)cc1C (stereo not drawn),27,-1,0.9,1.4,-4,5,11,-5,93,2
Cc1occc1C(=O)N1CCCC(N2CCN(c3cccc(C(F)(F)F)c3)CC2)C1 (stereo not drawn),-1,-6,-0.2,4.0,-2,-1,12,-10,97,4
COc1ccc(NC(=O)C2Cc3c(-c4cccc(C(C)=O)c4)ccnc3O2)cc1 (stereo not drawn),41,2,-1.9,-0.2,1,24,-20,-10,114,-3
O=C1C2CC=CCC2C(=O)N1c1ccc(NCCc2ccccc2F)c([N+](=O)[O-])c1 (stereo not drawn),-2,1,-0.8,0.3,-11,0,15,-14,97,-7
O=C(NCCc1ccccc1F)c1cc(COc2ccc(F)cc2F)on1,-8,-4,0.3,-0.1,1,-1,6,7,128,-6
Cc1ccccc1S(=O)(=O)NC(=O)C1(C)CCN1C(=O)CCc1ccc(Cl)cc1Cl (stereo not drawn),1,3,-1.1,-0.1,-5,1,-4,-6,97,0
CCOC(=O)c1ccc(N2CCN(c3ccc(F)cc3)CC2)c(NC(=O)Nc2cccc(OC)c2)c1,-4,5,-2.3,-0.1,2,-4,6,-5,100,12
CCCC1=C(C(=O)OCC)C(c2sccc2C)n2ncnc2N1 (stereo not drawn),8,3,-1.6,0.1,8,-1,13,-5,97,-3
Cc1ccsc1CN(C)CC(=O)Nc1ccccc1C(=O)NC1CC1,5,4,-1.2,0.0,2,-2,6,-6,105,-1

# Look-ups from above.
# CaV13 ICDI inh, CN1CC(=O)N2Cc3[nH]c4ccccc4c3C[C@H]2C1=O reads -15
# ABCB6 inh MLPCN, COc1cccc(/C=N/NC(=S)NCCc2ccccc2)c1 reads 98

# The listing continues:
SMILES,Vif inh,HTR2A ag,MC4R ag barr,aDG glyco act,H9c2 protect,N-glyco inh,MC4R antag cAMP,CaV13 ICDI inh,ABCB6 inh MLPCN,PDI turbidity
Cc1ccc(C(=O)NNC(=O)CCC(=O)NCc2ccccc2)cc1Br,-3,4,-3.8,0.0,0,3,-2,-5,98,-4
Oc1ccccc1OCCOc1ccccc1OCCOc1ccccc1O,3,-5,-0.8,0.2,-4,-6,1,7,93,-2
O=c1[nH]c(SCc2ccccc2)nc2[nH]ncc12,0,4,0.0,-0.4,3,2,4,8,97,-3
CC(=O)c1ccc(OCC(=O)Nc2ccc3nc(C)sc3c2)cc1,-2,-1,-1.2,-0.4,4,0,10,-3,97,-5
CCCCc1cc(=O)oc2cc(OC(C)C(=O)NCCN3CCOCC3)c(Cl)cc12 (stereo not drawn),8,-8,0.6,0.3,1,-1,3,-7,95,3
O=C(O)CC(C(=O)Nc1ccc(Cl)cc1)N1CCCCCC1 (stereo not drawn),-4,-3,0.2,-0.2,0,1,0,25,99,-10
CC1(C(=O)NS(=O)(=O)c2ccc(C#N)cc2)CCN1C(=O)c1ccc(C2CCCCC2)cc1 (stereo not drawn),15,-2,-2.3,0.1,-4,0,25,-5,95,-5
CC1(C)Cc2nc3sc4c(=O)n(CC(N)=O)cnc4c3cc2CO1,7,3,-0.5,-0.2,-1,0,3,-5,98,-4
CCOC(=O)c1cccc(NC(=O)C2CCCN(S(=O)(=O)c3cnc[nH]3)C2)c1 (stereo not drawn),7,10,-0.6,-0.2,2,0,0,-10,100,-5
COc1cccc(CSc2nc(N)cc(N)n2)c1,0,-1,0.7,0.0,1,1,6,-5,100,0
O=C(c1nc2ccccc2[nH]1)c1ccccc1[N+](=O)[O-],7,-2,-1.7,0.1,-4,1,3,-20,97,-3
NC(=O)CC(NC(=O)Cc1cccc2ccccc12)c1ccc(NCCc2cccc(F)c2)c([N+](=O)[O-])c1 (stereo not drawn),.,-5,0.5,-0.1,1,11,4,-11,106,1
NC(COCc1ccccc1)c1csc(NC(=O)Nc2cccc(C(F)(F)F)c2)n1 (stereo not drawn),0,-2,6.4,1.8,-34,-3,12,-5,81,1
Cc1cccc(NC(NC(=O)c2cccnc2)C(Cl)(Cl)Cl)c1 (stereo not drawn),13,4,-2.0,0.1,-6,1,4,-3,91,-7
COc1ccc(N(C)C(=O)c2ccc3nc(-c4ccccc4)c(-c4ccccc4)nc3c2)cc1,-1,1,-2.7,0.1,-10,-4,-4,-4,89,6
CC1=NN(C(C)C)C(=O)C1,14,5,-2.0,0.2,6,2,6,.,102,-3
O=C(O)Cc1csc(Nc2cccc(Cl)c2)n1,-6,-1,-1.7,-0.1,-1,0,-1,-4,91,-2
CC(C)Cn1c(SCC(=O)NC(=O)Nc2ccc3c(c2)OCCO3)nc2ccccc2c1=O,-1,0,6.2,0.3,-4,4,7,.,98,-14
COc1cc(CNc2nccn3ccnc23)cc(OC)c1,-11,-11,-1.0,0.1,12,-1,1,-5,98,23
O=C(CC1CC2CCC1C2)NCc1cccs1 (stereo not drawn),.,0,-1.0,-0.1,10,-3,22,-5,93,-13
CCNc1nc(NCC)n2c(SC(C)C(=O)c3ccc(C)cc3)nnc2n1 (stereo not drawn),-8,-3,-1.5,0.1,-6,-4,2,-17,89,10
Fc1ccc(C2=CC(c3ccc(Br)o3)n3ncnc3N2)cc1 (stereo not drawn),-1,2,1.7,-0.1,4,-4,16,.,133,0
COCOCCn1cc(CN2CCS(=O)(=O)N(Cc3ccc(-c4ccc(Cl)nc4)cc3)C(CC(C)C)C2=O)nn1 (stereo not drawn),-3,2,0.4,0.1,5,16,7,-6,91,2
O=C(NCc1ccccc1)c1cc(C2CCCN(C(=O)C3CC3)C2)on1 (stereo not drawn),17,-1,-0.9,-0.2,-2,1,9,-4,95,-12
CCCSc1ccc(C(=O)Nc2ccc(F)cc2F)cn1,-6,1,4.9,-0.1,-5,1,-5,-3,96,-3
CN1C(=O)c2cccc3c(Cl)ccc(c23)C1=O,6,2,3.3,-0.1,4,3,-3,-3,102,0
CCN(CC)CC(=O)Nc1c(C#N)cnn1-c1ccccc1,-8,2,-3.1,0.1,4,0,3,-20,100,-1
Cc1ccc(CN(CC(=O)NCc2ccc3c(c2)OCO3)C(=O)c2csnn2)cc1,-1,-5,-1.3,-0.1,1,0,5,-4,88,0
CC1(c2ccccc2)NC(=O)N(CCOc2ccccc2)C1=O (stereo not drawn),8,1,0.0,0.8,3,-2,7,-4,96,-2
O=C(NCc1ccc2c(c1)OCO2)C1CCCN1C(=O)Nc1ccc(Cl)cc1 (stereo not drawn),-1,-4,0.3,-0.1,1,3,11,-3,95,13
CC(OC(=O)[C@H](C)NC(=O)c1ccccc1Cl)C(=O)NCc1ccc2c(c1)OCO2 (stereo partly drawn),.,-6,-0.6,0.0,-2,1,18,-5,99,10
CC(C)n1cnc2c(NCc3ccccc3)cc(Cc3ccc(F)cc3)cc21,6,-5,2.7,-0.1,-17,-6,6,-6,103,10
COc1cc(C(=O)Nc2nnc(SCC(=O)NCC3CCCO3)s2)cc(OC)c1OC (stereo not drawn),.,6,0.2,0.0,1,-2,5,-4,100,4
O=C(C[C@H]1C/C=C\CC[C@@H](Cc2ccc(F)cc2)C(=O)O[C@@H](c2ccccc2)CNC1=O)N[C@@H](CO)Cc1ccccc1,-3,-1,-0.9,0.0,1,-2,6,-7,97,1

# Part of the list above in order of formula weight, low to high.
SMILES,Vif inh,HTR2A ag,MC4R ag barr,aDG glyco act,H9c2 protect,N-glyco inh,MC4R antag cAMP,CaV13 ICDI inh,ABCB6 inh MLPCN,PDI turbidity
CN1C(=O)c2cccc3c(Cl)ccc(c23)C1=O,6,2,3.3,-0.1,4,3,-3,-3,102,0
CCCSc1ccc(C(=O)Nc2ccc(F)cc2F)cn1,-6,1,4.9,-0.1,-5,1,-5,-3,96,-3
O=C(NCc1ccccc1)c1cc(C2CCCN(C(=O)C3CC3)C2)on1 (stereo not drawn),17,-1,-0.9,-0.2,-2,1,9,-4,95,-12
Fc1ccc(C2=CC(c3ccc(Br)o3)n3ncnc3N2)cc1 (stereo not drawn),-1,2,1.7,-0.1,4,-4,16,.,133,0
CCNc1nc(NCC)n2c(SC(C)C(=O)c3ccc(C)cc3)nnc2n1 (stereo not drawn),-8,-3,-1.5,0.1,-6,-4,2,-17,89,10
CC(OC(=O)[C@H](C)NC(=O)c1ccccc1Cl)C(=O)NCc1ccc2c(c1)OCO2 (stereo partly drawn),.,-6,-0.6,0.0,-2,1,18,-5,99,10
COc1cc(C(=O)Nc2nnc(SCC(=O)NCC3CCCO3)s2)cc(OC)c1OC (stereo not drawn),.,6,0.2,0.0,1,-2,5,-4,100,4
O=C(C[C@H]1C/C=C\CC[C@@H](Cc2ccc(F)cc2)C(=O)O[C@@H](c2ccccc2)CNC1=O)N[C@@H](CO)Cc1ccccc1,-3,-1,-0.9,0.0,1,-2,6,-7,97,1
COCOCCn1cc(CN2CCS(=O)(=O)N(Cc3ccc(-c4ccc(Cl)nc4)cc3)C(CC(C)C)C2=O)nn1 (stereo not drawn),-3,2,0.4,0.1,5,16,7,-6,91,2

# Assay outcomes deposited in PubChem BioAssay by several laboratories.
